Apaf1 inhib = inhibitors of human Apaf-1 apoptosome | inhibition, % at 20 µM | 0.71% of 330,000 active | O14727 | reconstituted apoptosome caspase-3 activity, DEVD-Rh110 fluorescence; active = inhibition of at least 40% at 20 µM;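 also: plate controls were DMSO wells for no effect and DEVD-CHO caspase inhibitor wells for full effect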
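Material: biochemical Apaf-1 apoptosome reconstitution. Medium: Hepes buffer, pH 7.5. Also added: cytochrome c activation, bis-DEVD rhodamine 110 substrate. Timing: 30 min compound preincubation, 50 min activation, room temperature. Measured by: rhodamine 110 fluorescence at Ex 480/Em 540 nm.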
SENP8 block-1 = inhibitors of human SENP8 protease; Q96LD8; recombinant SENP8, Nedd8 substrate fluorescence; inhibition, % at 20 µM; 0.64% of 360,000 active; AID 602440; in the data active = inhibition mostly above about 40%, no sharp cut-off; inactive = mostly below about 27%
Target sequence (Q96LD8 whole entry, looked up): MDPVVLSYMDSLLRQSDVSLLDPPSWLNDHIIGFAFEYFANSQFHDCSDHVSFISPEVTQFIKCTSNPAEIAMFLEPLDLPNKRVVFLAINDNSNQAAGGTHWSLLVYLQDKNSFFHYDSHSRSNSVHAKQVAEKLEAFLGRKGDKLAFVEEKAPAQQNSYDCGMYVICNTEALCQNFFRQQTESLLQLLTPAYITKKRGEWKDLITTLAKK
SENP1 FRET inh = SENP1 (human) catalytic domain inhibition. recombinant SENP1 catalytic domain, CyPet-SUMO1-YPet FRET cleavage. inhibition, % at 10 µM. 0.21% of 360,000 active. Q9P0U3;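 active = inhibition at least 30% at 10 µM, raw YFP signal under a set limit, fluorescence ratio 0.5 to 1.5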;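 also: 0% = enzyme with DMSO and 100% = no enzyme wells; some results filed as inactive read as strong as hits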
Target sequence (Q9P0U3 419-644 limits assumed): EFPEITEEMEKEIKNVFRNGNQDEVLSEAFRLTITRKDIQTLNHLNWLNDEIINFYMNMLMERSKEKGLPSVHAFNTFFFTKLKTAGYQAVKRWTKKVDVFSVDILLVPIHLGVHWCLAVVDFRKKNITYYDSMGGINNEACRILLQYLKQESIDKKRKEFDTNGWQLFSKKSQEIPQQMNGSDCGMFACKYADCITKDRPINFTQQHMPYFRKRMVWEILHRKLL
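Material – human SENP1 catalytic domain · Input – SENP1 enzyme, 20 pM final · Compound dosing – single concentration of 10 µM compound, 0.5% DMSO final · Timing – enzyme reaction for 50 min at room temperature, dark · Measured by – FRET fluorescence in CFP and YFP emission channels · Control set – no-enzyme wells low, DMSO-plus-enzyme wells high control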
SENP6 inh = blocks the human protease SENP6. Q9GZR1. Recombinant SENP6 catalytic domain, aminoluciferin luminescence. inhibition, % at 10 µM. 1.8% of 330,000 active;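 active = inhibition above about 50% at the single tested dose, limit read from the data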;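 also: plate controls were DMSO wells with enzyme for no effect and DMSO wells lacking enzyme for full effect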
APOBEC3G inh = blocks human APOBEC3G single-stranded DNA deamination | recombinant A3G, ssDNA deamination FAM/TAMRA fluorescence | Q9HC16 | inhibition, % at 20 µM | AID 493012 | 0.28% of 330,000 active;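 active = inhibition of at least 40% at 20 µM, with no more than 30% in the related APOBEC3A deaminase screen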;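 also: plate controls were DMSO wells with A3G for no effect and wells lacking A3G enzyme for full effect; some compounds called inactive have numbers as strong as hits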
SENP8 block-2 = SENP8 protease inhibition; Q96LD8; purified SENP8, Z-RLRGG-aminoluciferin cleavage, luminescence; inhibition, % at 10 µM; 1.2% of 330,000 active; AID 2540; in the data active = inhibition above about 50%
SENP7 block = inhibitors of human SENP7 protease. recombinant SENP7, Z-RLRGG-aminoluciferin luminescence, 40 min. 1.5% of 330,000 active. Q9BQF6. inhibition, % at 5 µM;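 active = inhibition above about 50% at the single test dose, limit read from the data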;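 also: plate controls were DMSO with enzyme for no effect and no enzyme buffer wells for full effect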
Target sequence (Q9BQF6 706-1050 limits assumed): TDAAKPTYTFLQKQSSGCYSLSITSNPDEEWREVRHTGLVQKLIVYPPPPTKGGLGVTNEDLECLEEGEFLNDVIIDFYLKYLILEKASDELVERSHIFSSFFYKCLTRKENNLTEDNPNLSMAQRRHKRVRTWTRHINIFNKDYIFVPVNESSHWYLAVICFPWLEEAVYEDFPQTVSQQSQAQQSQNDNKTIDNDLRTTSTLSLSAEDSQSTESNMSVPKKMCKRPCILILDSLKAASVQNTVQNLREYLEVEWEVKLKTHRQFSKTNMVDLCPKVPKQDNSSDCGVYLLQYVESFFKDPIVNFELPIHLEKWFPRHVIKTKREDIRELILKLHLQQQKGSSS
UBC13 inh = human UBC13 polyubiquitination inhibition; P61088; UBC13 polyubiquitin chain formation, TR-FRET; inhibition, % at 20 µM; 0.47% of 330,000 active; in the data active = inhibition above about 45%, passing the limit was not always enough
Target sequence (P61088 whole entry, looked up): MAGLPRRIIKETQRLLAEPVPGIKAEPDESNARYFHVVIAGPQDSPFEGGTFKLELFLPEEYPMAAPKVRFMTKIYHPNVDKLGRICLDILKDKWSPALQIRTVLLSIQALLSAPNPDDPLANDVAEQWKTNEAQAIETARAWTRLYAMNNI
The depositor's hits bear a star.

Compound | Apaf1 inhib | SENP8 block-1 | SENP1 FRET inh | SENP6 inh | APOBEC3G inh | SENP8 block-2 | SENP7 block | UBC13 inh
COc1ccc(OC)c(NC(=O)Nc2ccc3c(c2)OCO3)c1 | 10 | 13 | 0 | 13 | -3 | -10 | -6 | 3
O=C(/C=C/c1ccc(O)cc1)c1ccccc1 | 3 | -43 | 24 | 1 | -4 | 95* | 93* | -12
C=CCC1CCC/C(=N\NS(=O)(=O)c2ccc(C)cc2)C1 (stereo not drawn) | 6 | 10 | 1 | -12 | -3 | -2 | 9 | 0
CCN(CC)C(=O)C(=O)N/N=C/c1ccc(Cl)cc1Cl | 9 | 17 | 1 | -20 | -5 | -9 | -10 | -3
CCOC(=O)c1cccnc1SCC(=O)Nc1ccc(C)cc1 | 0 | 18 | 0 | -12 | 0 | -4 | -6 | -4
COc1ccc(C(C(=O)NCC2CCCO2)N(C(=O)CNC(=O)c2ccco2)c2cc(C)cc(C)c2)cc1OC (stereo not drawn) | 2 | 3 | 0 | 4 | -11 | 3 | -4 | 1
Cc1nnc(NC(=O)CSc2ccccn2)s1 | 9 | 16 | 0 | -3 | -3 | -3 | 8 | 0
Cc1ncsc1CCOC(=O)C12CC3CC(CC(C3)C1)C2 | 5 | 20 | 1 | 18 | -7 | 0 | 4 | 6
CCSc1nc(NCCN(C)C)c2c3c(sc2n1)COC(C)(CC)C3 (stereo not drawn) | -19 | -42 | 0 | -5 | 3 | 0 | -5 | 13
COC(=O)CCc1ccc(O)cc1 | -4 | 14 | 0 | -3 | -4 | -3 | -2 | 4
COc1ccc(CN(C)C(=O)Cc2ccsc2)c(OC)c1OC | -1 | 1 | 0 | -23 | -10 | -4 | -5 | 7
CC(CCc1ccco1)NC(=O)CCc1nnc2ccc(NCc3ccccc3Cl)nn12 (stereo not drawn) | 4 | -12 | -10 | -1 | -4 | -4 | -2 | 2
CCOC(=O)c1ccc(NC(=O)Nc2ccc(OC)c(OC)c2)cc1 | 9 | 11 | -2 | 1 | -5 | -2 | 8 | -5
COc1ccc(C2=NN(S(C)(=O)=O)C(c3ccc4nccnc4c3)C2)cc1 (stereo not drawn) | -3 | -3 | -5 | 1 | -2 | -13 | -7 | 0
COc1ccc(/C=C/C(=O)OCC(=O)NC2CCCC(C)C2C)cc1 (stereo not drawn) | 9 | 15 | 1 | 6 | -2 | 6 | 16 | -9
Cc1nc(N2CCOCC2)[nH]c(=O)c1[N+](=O)[O-] | -23 | 30 | 1 | 12 | -6 | 0 | 10 | 9
Cc1ccc(S(=O)(=O)N2CCOCC2)cc1C(=O)N1c2ccccc2Sc2ccccc21 | 4 | 16 | 1 | 4 | 1 | 5 | -2 | 0
O=c1cnn(Cc2c(Cl)cccc2Cl)c2ccccc12 | 7 | 13 | 1 | -7 | -7 | -5 | 5 | -2
COc1ccc(C(c2c(O)cc(C)oc2=O)c2c(O)cc(C)oc2=O)cc1 | -7 | 0 | 1 | -1 | -1 | 7 | 7 | -4
COc1ccc(NC(=O)COC(=O)c2ccc3ccccc3n2)cc1 | -2 | 12 | 7 | -6 | -3 | -3 | -4 | 1
Cc1cc(CN2C(=O)c3ccccc3C2=O)on1 | -6 | 4 | 0 | 12 | -4 | 10 | 2 | 3
CCN1CCN(c2nc(N(C)c3ccccc3)nc(N)c2[N+](=O)[O-])CC1 | -5 | 22 | 3 | -6 | -6 | -4 | 1 | -6
COC(=O)c1ccc(NC(=O)c2cccc(C)c2[N+](=O)[O-])cc1 | -5 | 14 | 2 | -10 | -3 | -13 | -2 | -14
CCCC(c1nnnn1CCc1ccccc1)N1CCN(C(=O)c2ccco2)CC1 (stereo not drawn) | -1 | 8 | -2 | 13 | -1 | -1 | -4 | 4
CCOC(=O)Cc1csc(NC(=S)NC(=O)CC(C)C)n1 | 1 | 10 | 0 | -3 | -6 | 1 | -4 | 2
CC(C)N(C(=O)CSc1ncnc2sc(-c3ccccc3)cc12)C(C)C | 18 | -76 | 0 | -6 | -1 | -8 | 1 | 7
CN(CC(=O)Nc1ccccc1C(=O)N1CCCC1)S(=O)(=O)c1ccc(Cl)cc1 | -17 | 7 | 1 | -5 | -8 | 5 | 3 | 4
Cc1ccc(Oc2cc(NC(=O)CCCn3nc([N+](=O)[O-])c(Cl)c3C)cc([N+](=O)[O-])c2)cc1 | 1 | 9 | -1 | -2 | -5 | 1 | -2 | 6
CC1=C/C(=N\NC(=O)c2ccccc2)CC1 | -7 | 24 | 3 | -20 | -3 | -21 | -14 | -18
CCOc1cc(NCCN2CCOCC2)c([N+](=O)[O-])cc1OCC | 5 | 19 | 2 | 2 | -3 | -3 | 2 | -238
c1cncc(Nc2nc(-c3cccnc3)cs2)c1 | -2 | 18 | 1 | 7 | 4 | -5 | 8 | -4
Cc1ccc(-n2ccnc2SCC(=O)c2c(N)n(C3CC3)c(=O)[nH]c2=O)cc1C | -9 | -1 | -2 | 6 | -6 | 4 | -1 | -4
O=C(Nc1ccc(OC(F)(F)F)cc1)Nc1cccnc1 | 19 | 26 | 2 | 43 | -2 | 11 | 13 | -5
CCc1ccccc1N(C(C)=O)c1nc(CCl)cs1 | 6 | 4 | 1 | -6 | -10 | -3 | 9 | 14
O=C(Nc1ccccc1-c1ccccc1)c1ccc(Br)o1 | 14 | -12 | -1 | -5 | -8 | -2 | -9 | -3
CC(NC(N)=O)C(=O)Nc1ccc(Cl)c(S(=O)(=O)Nc2ccc(Cl)cc2)c1 (stereo not drawn) | -10 | 4 | 2 | -3 | -2 | 0 | 4 | 4
Cc1nn2c(nc(N3CCCCC3)c3ccccc32)c1C=O | 7 | -307 | 1 | -4 | 0 | -13 | -7 | 0
S=C(NCCN(C1CCCCC1)C1CCCC1)Nc1cccc(Cl)c1 | 11 | 15 | 6 | 6 | -8 | 3 | 0 | 24
Cc1cc(F)ccc1S(=O)(=O)Nc1ccccc1C(=O)NCc1ccccn1 | -1 | -110 | -1 | -8 | -9 | 0 | 6 | 9
O=C(OCCN1CCCCC1)c1cccc(F)c1 | -5 | 13 | 0 | 10 | 1 | 4 | 9 | 5
O=C(Nc1ccccc1C(=O)N1CCN(Cc2ccccc2)CC1)c1ccc(F)cc1 | 0 | 13 | 1 | -16 | -6 | -9 | 14 | 2
Cc1ccc2c(c1)C1CN(C)CCC1N2S(=O)(=O)c1cc(C(F)(F)F)ccc1Cl (stereo not drawn) | 33 | 9 | -1 | -4 | -1 | -11 | 0 | 29
O=C(Cn1nnc(-c2cccs2)n1)NNC(=O)c1ccccc1Cl | -20 | 6 | -1 | -5 | -10 | 1 | -1 | -2
COc1ccc(CNC(=O)c2cccc3c2C(=O)N(Cc2cccnc2)C3)cc1 | 6 | 19 | -2 | -9 | 1 | 6 | -5 | 14
CC(=O)c1ccc(N2C(=O)[C@@H]3C(C(=O)CCN4C(=O)c5ccccc5C4=O)=NN[C@@H]3C2=O)cc1 | 2 | 15 | 3 | 15 | -4 | -2 | -6 | 2

Records listed so far shown as hits in SENP7 block.
smiles,SENP1 FRET inh,SENP6 inh,APOBEC3G inh,SENP7 block,UBC13 inh
O=C(/C=C/c1ccc(O)cc1)c1ccccc1,24,1,-4,93*,-12

More compounds follow.
Compound | Apaf1 inhib | SENP8 block-1 | SENP1 FRET inh | SENP6 inh | APOBEC3G inh | SENP8 block-2 | SENP7 block | UBC13 inh
CN1CCCN(C(=O)c2ccc(Cl)s2)CC1 | 1 | 3 | 3 | 9 | -1 | 1 | 0 | -10
Cc1ccc(CN2CCN(Cc3cccn3-c3ccccn3)CC2CCO)cc1 (stereo not drawn) | -4 | 13 | -1 | -1 | -3 | 0 | 2 | 3
CN(C)S(=O)(=O)c1cccc(NC(=O)c2cc3c(=O)n4ccccc4nc3s2)c1 | 1 | -405 | -30 | 11 | 0 | 6 | 6 | 4
COc1ccc(/C=N/N2CCN(c3ccccc3OC)CC2)cc1OC | -2 | 8 | 2 | 3 | 1 | 3 | -10 | 4
CCOc1ccc(S(=O)(=O)N(CC(=O)NC2CCCC2)c2ccc(F)cc2)cc1 | -7 | 6 | 2 | 12 | -5 | 4 | 3 | 1
O=C(NCc1csc2ccc(Cl)cc12)Nc1ccccc1 | -1 | 17 | 4 | 2 | -1 | -4 | 2 | 9
CCOC(=O)Cc1csc(NC(=O)c2cccnc2)n1 | -16 | -1 | 4 | -11 | 0 | 0 | -1 | 3
CC1CC(c2ccccc2)n2nc(N3C(=O)c4ccccc4C3=O)nc2N1 (stereo not drawn) | 3 | 22 | 0 | -9 | -4 | -6 | -1 | 2
CCCCSCc1nc2ccccn2c1Br | -1 | -12 | -57 | -8 | -2 | 2 | 1 | 6
CCOC(=O)Cn1c(CN2CCc3ccccc3C2)nc2c1c(=O)n(C)c(=O)n2C | 0 | -4 | -15 | 14 | -4 | 2 | -3 | -1
CCCNC(=O)Cn1cccc1C(=O)c1ccccc1 | 3 | 23 | 2 | -14 | -1 | 1 | 0 | 5
Cc1cccc(N(Cc2nnc3n2CCCCC3)C(=O)Nc2ccccc2)c1 | 2 | 6 | 1 | -4 | -5 | -6 | -12 | 0
C/C(=N\NC(=O)c1nn(C)c(C)c1Br)c1cccc(NC(=O)c2ccc(F)cc2)c1 | 7 | 5 | 2 | 4 | -6 | -25 | -11 | -20
COc1nc(-c2cccs2)cc(-c2ccc(C)cc2)c1C#N | 14 | -314 | -3 | -2 | -3 | -16 | -6 | 28
COc1cccc(CNc2nc3ccccc3n2C)c1O | 6 | 17 | -2 | 45 | 0 | 25 | 40 | -1

No new results follow: 2 of the compounds above.
Compound | Apaf1 inhib | SENP8 block-1 | SENP1 FRET inh | SENP6 inh | APOBEC3G inh | SENP8 block-2 | SENP7 block | UBC13 inh
COc1nc(-c2cccs2)cc(-c2ccc(C)cc2)c1C#N | 14 | -314 | -3 | -2 | -3 | -16 | -6 | 28
COc1cccc(CNc2nc3ccccc3n2C)c1O | 6 | 17 | -2 | 45 | 0 | 25 | 40 | -1

The results go on.
Compound | Apaf1 inhib | SENP8 block-1 | SENP1 FRET inh | SENP6 inh | APOBEC3G inh | SENP8 block-2 | SENP7 block | UBC13 inh
CCCCCN(C(=O)CN(C)Cc1ccc(OC)cc1OC)c1c(N)n(CCCC)c(=O)[nH]c1=O | -3 | 16 | -9 | -5 | 1 | 4 | 3 | 7
COc1ccc(CN2CCN(C(=O)Cn3c(=O)oc4cc(Cl)ccc43)CC2)c(OC)c1OC | 0 | 4 | -1 | -10 | -2 | -2 | 0 | 4
COC(=O)C1CN(S(=O)(=O)c2ccc(NC(C)=O)cc2)CCS1 (stereo not drawn) | 7 | 11 | 2 | 4 | -4 | 5 | -3 | 3
Cc1ccc(Cl)cc1Nc1nc(-c2sc(NC(=O)c3ccco3)nc2C)cs1 | 6 | -136 | -22 | -4 | -9 | -4 | 3 | -18
CCOc1ccccc1NC(=O)C(=O)NCC1CCCN1CC (stereo not drawn) | -6 | -11 | 1 | -23 | 2 | 5 | -4 | 15
CC(NC(=O)CCc1nnc(C2CCCCC2)o1)c1ccc(F)cc1 (stereo not drawn) | 1 | 19 | 2 | -12 | -1 | -4 | 6 | -6
Cc1ncc(C(=O)O)c(C(=O)O)c1N | -7 | -302 | -46 | -24 | -8 | -5 | 6 | 10
O=C(NNC(=O)c1ccncc1)Nc1ccccc1 | 2 | 10 | 0 | -8 | -2 | 0 | 3 | 5
COC(=O)c1sc(NC(=O)c2ccco2)c(C#N)c1C | 0 | -202 | -16 | -6 | -1 | -8 | -5 | -12
CC(=O)Nc1ccc(/C=C2\CCc3ccccc3C2=O)cc1 | 7 | 10 | -6 | 56* | -9 | 34 | 44 | 10
